Screens (PubChem)
rCAG RNA binder – molecules binding r(CAG) RNA repeats. r(CAG) RNA repeat, TO-PRO-1 dye displacement fluorescence. inhibition, % at 3 µM. 370,000 compounds, 1.3% hits. AID 651821;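 active = inhibition above the plate cutoff, the mean of all test compounds on that plate plus 3 SD, cut at about 35% in these data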;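 also: 0% = DMSO alone and 100% = 100 µM mitoxantrone as full dye displacement; higher means more dye released from RNA so lower well fluorescence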
MBD2 inh – MBD2-methylated oligo binding inhibition; 370,000 compounds, 0.31% hits; TR-FRET, MBD2 binding to methylated oligonucleotide; AID 686964; inhibition, % at 4.4 µM; Q9UBB5; in the data active = inhibition above about 13%
Target sequence (Q9UBB5 whole entry, looked up): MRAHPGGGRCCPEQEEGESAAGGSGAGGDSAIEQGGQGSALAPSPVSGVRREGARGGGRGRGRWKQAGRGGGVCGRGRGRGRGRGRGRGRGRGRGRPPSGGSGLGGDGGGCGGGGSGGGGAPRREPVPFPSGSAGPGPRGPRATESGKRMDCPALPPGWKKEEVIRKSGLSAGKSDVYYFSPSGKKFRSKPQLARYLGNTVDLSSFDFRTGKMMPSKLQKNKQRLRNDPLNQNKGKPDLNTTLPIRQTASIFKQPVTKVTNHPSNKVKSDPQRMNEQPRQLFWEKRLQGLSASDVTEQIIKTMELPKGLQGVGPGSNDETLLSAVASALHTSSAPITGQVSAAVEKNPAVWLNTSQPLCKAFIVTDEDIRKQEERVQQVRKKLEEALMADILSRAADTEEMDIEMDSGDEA
SIAE primary – inhibitors of human sialic acid acetylesterase SIAE | 370,000 compounds, 0.69% hits | inhibition, % at 9.66 µM | AID 1053197 | SIAE FP-Rh probe binding, fluorescence polarization | Q9HAT2;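 active = inhibition above a cutoff: mean of compounds within the control limits plus 3 SD of those, cut at about 17% in these data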;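 also: 0% = plate median of compound wells and 100% = probe without SIAE protein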
Target sequence (Q9HAT2 whole entry, looked up): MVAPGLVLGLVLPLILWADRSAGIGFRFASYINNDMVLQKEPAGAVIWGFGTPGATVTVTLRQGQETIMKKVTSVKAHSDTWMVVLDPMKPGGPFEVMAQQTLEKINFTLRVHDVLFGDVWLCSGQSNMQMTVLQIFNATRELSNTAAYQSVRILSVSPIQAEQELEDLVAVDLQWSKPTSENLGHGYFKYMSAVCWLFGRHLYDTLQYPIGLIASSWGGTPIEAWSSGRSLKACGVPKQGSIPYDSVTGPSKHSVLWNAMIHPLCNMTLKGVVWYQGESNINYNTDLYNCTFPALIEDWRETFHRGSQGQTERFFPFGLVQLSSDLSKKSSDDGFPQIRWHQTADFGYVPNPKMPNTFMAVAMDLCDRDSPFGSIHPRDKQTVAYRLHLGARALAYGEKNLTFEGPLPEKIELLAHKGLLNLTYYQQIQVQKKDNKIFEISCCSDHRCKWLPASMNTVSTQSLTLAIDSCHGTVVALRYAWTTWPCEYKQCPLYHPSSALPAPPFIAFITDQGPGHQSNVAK
NPR2 activator – GC-B (human) receptor activation | activation, % at 10 µM | 370,000 compounds, 0.11% hits | AID 1920062 | HEK293-GC-B cells, CNP EC30, cGMP TR-FRET; 0% at EC30 CNP, 100% saturating CNP;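 active = activation at 10 µM reaching about 35% in either raw or pattern-adjusted values, limit read from the data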
PRMT1 FP inh – inhibitors of human PRMT1; inhibition, % at 2.79 µM; 370,000 compounds, 1.3% hits; AID 652257; recombinant PRMT1, activity-based probe fluorescence polarization;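 active = inhibition above about 21% made by adding two undisclosed values, limit read from the data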
GC-A act – GC-A (human) enzyme activation; P16066; HEK293 GC-A cells, cGMP TR-FRET, EC30 ANP; 0% at EC30 ANP, 100% saturating ANP; 370,000 compounds, 0.14% hits; activation, % at 10 µM; in the data active = activation above about 40%
TCR CD3 inh – inhibitors of human TCR-CD3 interaction; TAMRA-labeled TCR probe fluorescence, biochemical; inhibition, % at 9.4 µM; 360,000 compounds, 0.37% hits; in the data active = inhibition above about 19%;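 also: recombinant mutant TCR 2C K166C tagged with TAMRA read by polarization; 0% = receptor in buffer alone and 100% = receptor with positive control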
mABHD4 FP – inhibitors of mouse ABHD4. purified mABHD4, FP-Rh probe fluorescence polarization. inhibition, % at 8.92 µM. 370,000 compounds, 0.54% hits. AID 720543;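 active = inhibition exceeding the mean over every tested compound plus 3 SD, cut at about 30% in these data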;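 also: 0% = plate median of compound wells and 100% = S159A mutant with DMSO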
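Test system: mABHD4 protein; Read-out basis: % inhibition; Incubation: 45 min + 60 min at 25 °C; Repeats: single replicate; Technique: fluorescence polarization with parallel and perpendicular emission, 525/598 nm; Compound: 8.92 µM, single dose; Benchmarks: full inhibition S159A mutant plus DMSO, zero as sample-well median.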
UHRF1 MBD2 ctr – blocks human UHRF1 binding to methylated DNA. UHRF1 binding to methylated oligo, TR-FRET. inhibition, % at 4.4 µM. 370,000 compounds, 0.75% hits; in the data active = inhibition above about 21%;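 also: UHRF1 SRA domain binding a hemimethylated CpG hairpin DNA probe; 0% = median of test compound wells and 100% = reference inhibitor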
HTRA1 inhibitor – inhibitors of human serine peptidase HTRA1 | 340,000 compounds, 0.5% hits | recombinant HTRA1, FP-rhodamine activity-based probe, fluorescence polarization | AID 504803 | Q92743 | inhibition, % at 5.96 µM; in the data active = inhibition above about 36%;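 also: 0% = enzyme with DMSO and 100% = wells lacking enzyme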
* hit, by the source's call; / = not tested or not shown.

compound,rCAG RNA binder,MBD2 inh,SIAE primary,NPR2 activator,PRMT1 FP inh,GC-A act,TCR CD3 inh,mABHD4 FP,UHRF1 MBD2 ctr,HTRA1 inhibitor
COc1ccc(C2=NOC(Cn3nc(C(=O)NCc4cccs4)cc3-c3ccccc3)C2)cc1 (centres undefined),1,3,-4,0,1,1,3,-8,5,-26
N#Cc1c(NCCCO)nc(-c2ccccc2)c2c1CCCC2,-9,0,-3,-4,1,3,1,-2,-1,-20
COc1ccccc1N1CCN(C(=S)NC(=O)/C=C/c2ccc(F)cc2)CC1,-3,2,2,-4,2,1,-1,-1,6,/
CCOC(=O)C(c1nc2ccccc2[nH]1)n1c(-c2ccccn2)nc2ccccc21 (centres undefined),0,2,7,-8,1,-1,0,2,0,/
O=C(NCCCCCCNC(=O)c1cncc(O)c1)c1cncc(O)c1,-2,3,0,1,-2,1,-4,4,4,2
CC(C)CCCN1C(N(C)C)=NC[C@@H]1C,-1,-2,-1,0,-2,2,2,-1,-1,6
CCOc1ccc(S(=O)(=O)N2CCC(C(=O)NCc3cccnc3)CC2)cc1Cl,-2,-1,3,4,-2,-1,4,-8,-1,-2
Fc1ccc(NC(=S)N2CCCC(c3ccccc3)=N2)cc1,1,1,-1,-7,1,-5,14,-4,-4,-3
COc1ccc(NC(=O)CSC2CCCCC2)cc1,-2,3,-4,3,-1,5,2,0,0,2
COCc1ccc(C(=O)N2CCCC(C(=O)c3cccc(C(F)(F)F)c3)C2)o1 (centres undefined),-5,0,-1,6,-4,4,0,-3,2,1
Cc1ccc(CNC(=O)OC(C)(C)C)c(/C=C/S(=O)(=O)NC2CCCC2)c1,0,4,-7,-6,3,-2,/,-16,3,/
O=C1c2ccccc2C(Nc2ccc(S(=O)(=O)N3CCCCCC3)cc2)N1c1ccccn1 (centres undefined),3,2,-10,-5,3,-6,-5,1,3,0
CCOc1ccc(NC(=O)CCN2CCN(S(=O)(=O)c3ccc(F)cc3)CC2)cc1,0,1,4,1,4,0,0,-7,2,4
Cc1ccc(S(=O)(=O)N2CCN(S(=O)(=O)N(C)C)CC2)c(C)c1,-2,0,1,8,-1,2,-6,1,2,-3
Cc1ccc(S(=O)(=O)Nc2nc(C)c(C(=O)NNS(=O)(=O)c3cc(C)ccc3C)s2)cc1,54*,-1,-2,7,2,0,7,17,1,2
COC(=O)C1=C(C)N(C)C(=O)NC1c1c(OC)ccc2ccccc12 (centres undefined),0,-6,16,2,-2,-2,8,-3,-1,-6
COc1ccc2[nH]cc(CCNC(=O)CC[C@H]3O[C@@H](n4cc(C)c(=O)[nH]c4=O)C[C@@H]3O)c2c1,0,-4,8,-1,2,0,0,2,7,8
Cc1cccc2cc(C3CC(c4ccco4)=NN3S(C)(=O)=O)c(Cl)nc12 (centres undefined),4,-1,-4,1,2,1,6,0,0,-7
CC1=NN(C(=O)c2csc(C(C)C)c2)C(O)(C(F)(F)F)C1 (centres undefined),-4,-7,2,-2,-2,-2,1,-6,-3,-1
O=C(O)CCS(=O)(=O)c1cccc2cccnc12,0,8,-10,2,10,5,-7,-7,3,0
C=CCn1c(C)cc(C(=O)COC(=O)C2CC(=O)N(Cc3ccccc3)C2)c1C (centres undefined),-7,0,1,-3,-4,-1,2,-5,-2,-3
CCCn1c(=N)n(CC(O)COc2cccc(C)c2)c2ccccc21 (centres undefined),10,-1,4,-16,0,-10,1,6,-2,5
COCCNC(=O)C1CCC(=O)N1S(=O)(=O)c1ccc(C)cc1 (centres undefined),-3,2,9,2,-2,0,5,5,-1,-2
CCCN1CCN(CCCNC(=O)Cn2cc3c(n2)CCCC3)CC1,3,1,-5,5,-2,-1,1,-5,1,10
Cc1nn(CCCC(=O)NCc2ccco2)c(=O)c2nn(-c3ccccc3)c(C)c12,-6,-4,2,-3,-1,1,9,1,1,-3
CCn1cc(C(=O)O)c(=O)c2cc(F)c(N3CCN(S(=O)(=O)c4ccc(NC(C)=O)cc4)CC3)cc21,3,3,-9,0,2,-1,7,-1,0,-8
O=C(OCc1nnc(-c2ccccc2)o1)c1cc([N+](=O)[O-])ccc1Cl,0,0,9,0,-2,-1,0,-2,-1,3
CCc1cc2c3c([nH]c2cc1S(=O)(=O)N1CCC2(CC1)OCCO2)CCCC3=O,5,6,-2,-7,1,-5,3,-4,-2,-5
NC(=O)COC(=O)/C=C/c1cccc(Br)c1,2,2,9,1,0,4,-2,0,-1,-3
CCCc1c(Cc2cccc(F)c2)ncn1Cc1cccc(-c2ccccc2)c1,3,2,-3,9,8,0,-4,3,0,/

The results go on:
compound,rCAG RNA binder,MBD2 inh,SIAE primary,NPR2 activator,PRMT1 FP inh,GC-A act,TCR CD3 inh,mABHD4 FP,UHRF1 MBD2 ctr,HTRA1 inhibitor
O=C(N/N=C/c1cc([N+](=O)[O-])cc([N+](=O)[O-])c1O)/C(=C\c1cccs1)NC(=O)c1ccccc1,68*,0,3,-16,3,2,47*,29,-7,23
O=C(c1ccc(NC(=S)NCc2ccco2)cc1)N1CCOCC1,0,-2,6,-1,1,0,0,-1,-1,-3
CCc1ccc(N(CC(=O)NC2CCCCC2)C(=O)CCC(=O)Nc2ccccn2)cc1,0,-5,6,-3,-2,-3,4,2,-2,-2
CCCN1CCN(CCCNC(=O)C(CC)n2nc(C)c3sc4ccccc4c3c2=O)CC1 (centres undefined),-10,2,5,-3,-2,-6,2,-7,-6,5
CCOc1ccc(-n2c(SCC(=O)Nc3ccc(OCc4ccccc4)cc3)nnc2-c2ccc(Cl)cc2)cc1,7,-7,6,3,1,1,/,1,-1,/
CN(CC(=O)NCc1ccncc1)S(=O)(=O)c1ccccc1,2,0,0,1,0,5,0,3,-1,-1
COC(C[C@@H]1O[C@H]1[C@@H](O)[C@@H](C)OCc1ccccc1)OC,-2,-1,1,2,-3,1,2,2,1,-1
COc1cccc(OCc2cc(C(=O)N3CCN(C4CCCCC4)C(=O)C3)no2)c1,-6,-1,-4,4,0,-2,3,-6,-1,-5
COCCCn1c(SCC(=O)Nc2nnc(C)s2)nnc1-c1ccoc1C,-4,3,8,3,-2,1,0,-3,11,1
O=C(NCc1ccccc1Cl)C1CCCN(S(=O)(=O)c2cccc3nonc23)C1 (centres undefined),2,-6,-7,3,1,4,1,0,1,4
Cc1n[nH]c(C)c1Cc1c(F)cccc1Cl,-5,3,4,-2,1,0,-2,-4,1,17
O=C(Oc1ccc(Br)cc1)C1CCN(C2=NS(=O)(=O)c3ccccc32)CC1,-2,5,5,-2,3,-3,-10,7,-1,-5
O=C(Sc1ccc(Cl)cc1)c1ccccn1,-4,3,8,5,47*,19,-5,10,0,3
CN(C)/C=N/NC(=O)c1ccccc1Cl,1,-3,-4,3,0,3,5,-5,0,7
Cc1nc(Cl)c(S(N)(=O)=O)c(C)c1Cl,3,-7,0,-1,0,-4,2,3,-3,/
CCOc1cc(C2NC(=O)CCC2[N+](=O)[O-])cc(Br)c1OCC (centres undefined),-5,-6,0,3,-5,-1,1,2,2,6
COc1ccc(NC(=O)Cn2nc(Cc3cccnc3)c3ccccc3c2=O)c(OC)c1,2,4,1,-2,4,1,-5,4,-1,5
C[C@H]1C=C(C(=O)N2CCOCC2)O[C@@H](OCc2ccc(CO)cc2)C1,0,-3,2,10,-3,-1,0,2,2,0
Cc1ccc(NC(=O)c2cc(S(=O)(=O)N3CCOCC3)ccc2F)c(C)c1,1,3,-3,-2,3,5,-3,-2,2,-2
COCC1CCCN(C(=O)c2ccc3oc(CCCc4ccccc4)nc3c2)C1 (centres undefined),-5,3,0,1,5,3,0,0,-1,4
C=CCn1c(=S)[nH]c2nc3c(cc2c1=O)COC(C)(C)C3,2,0,-1,-1,2,4,9,2,2,-3
COc1ccc(N2CCN(C(=O)CCCCCn3c(=O)[nH]c4ccsc4c3=O)CC2)cc1,-3,7,0,-3,4,0,1,-5,2,7
CC1CC(C)(C)NCc2ccccc21 (centres undefined),-1,-2,0,6,1,0,7,3,-2,0
COC(=O)[C@@H](Cc1ccccc1)NC(=O)[C@H]1O[C@@H](n2cnc3c(=O)[nH]c(N)nc32)[C@H](O)[C@@H]1O,2,3,2,1,-2,4,3,2,-1,/
Cc1ccc(OCCn2cnc3cc([N+](=O)[O-])ccc3c2=O)cc1,-2,6,-2,-1,-5,5,8,3,-2,0
CCCCCCCCCC(=O)OCC(O)CO (centres undefined),0,4,-12,-2,-1,3,8,-15,-1,8
Cn1c(=O)n(/N=C/c2ccccc2)c2ccccc21,-2,3,2,-6,1,1,-2,1,3,2
CCOc1ccc(C2NC(=O)c3sc(=S)n(-c4ccccc4)c3N2)cc1 (centres undefined),7,1,0,-4,7,-4,0,-6,5,-4
O=C(NC1CCC1)O[C@H]1CC[C@@]23CCCN2C(=O)CCC[C@H]3C1,/,-3,4,-4,-2,4,/,-1,-2,/
CC(=O)Nc1ccc(NC(=O)C2CCCN(c3ncccn3)C2)cc1 (centres undefined),-3,4,-2,-1,1,-2,-8,0,3,7

A run of entries from further up, as a working copy:
compound,rCAG RNA binder,MBD2 inh,SIAE primary,NPR2 activator,PRMT1 FP inh,GC-A act,TCR CD3 inh,mABHD4 FP,UHRF1 MBD2 ctr,HTRA1 inhibitor
O=C(NC1CCC1)O[C@H]1CC[C@@]23CCCN2C(=O)CCC[C@H]3C1,/,-3,4,-4,-2,4,/,-1,-2,/
CC(=O)Nc1ccc(NC(=O)C2CCCN(c3ncccn3)C2)cc1 (centres undefined),-3,4,-2,-1,1,-2,-8,0,3,7

Next structures.
compound,rCAG RNA binder,MBD2 inh,SIAE primary,NPR2 activator,PRMT1 FP inh,GC-A act,TCR CD3 inh,mABHD4 FP,UHRF1 MBD2 ctr,HTRA1 inhibitor
O=C(CN1CCOCC1)Nc1c2c(nc3c1CCC3)CCC2,2,-5,1,2,-2,2,-2,1,3,2
Cc1cc2ccccn2c1C(=O)c1ccccc1Br,3,0,-2,3,4,-5,-9,-9,3,-6
N#CCCn1nc(Cc2cccc3ccccc23)c(C#N)c1N,-2,1,5,-4,2,-1,0,5,-2,-2
N#Cc1sc2nccc(Nc3ccccc3)c2c1N,38*,-8,13,1,2,4,-11,19,-3,/
Cc1ccc(S(=O)(=O)NCC2COc3ccccc3O2)cc1 (centres undefined),0,2,6,3,-1,4,-1,0,4,-6
COc1ccc(C)cc1Cn1c(S(C)(=O)=O)nc2ccccc21,-3,3,10,-8,1,-8,0,4,0,-20
CC(OCc1ccccc1)C(NC(=O)OC(C)(C)C)C(=O)NCC1CCCO1 (centres undefined),-7,2,8,0,-2,-2,10,0,-2,7
C[C@H](NC(=O)C1CCN(S(=O)(=O)c2ccccc2)CC1)C(=O)NCc1ccncc1,3,0,2,-6,6,2,-5,-3,1,4
CCN(CC)S(=O)(=O)c1ccc(C(=O)Nc2nnc(NC(=S)Nc3ccccc3)s2)cc1,61*,-3,-65,2,2,-6,-17,-23,-3,-19
COc1ccc(/C(C)=N/NC(=O)CNC(=O)c2cccs2)cc1,2,1,-1,0,-1,-2,-9,0,-3,-1

Taken from above:
N#CCCn1nc(Cc2cccc3ccccc23)c(C#N)c1N – MBD2 inh: 1
C[C@H](NC(=O)C1CCN(S(=O)(=O)c2ccccc2)CC1)C(=O)NCc1ccncc1 – UHRF1 MBD2 ctr: 1
CCN(CC)S(=O)(=O)c1ccc(C(=O)Nc2nnc(NC(=S)Nc3ccccc3)s2)cc1 – SIAE primary: -65

Not all compounds are listed, so the mix of outcomes need not match the whole.
